# M1AAP inhibition: malaria alanyl aminopeptidase activity blockers – biochemical, fluorogenic H-Leu-NHMec substrate, 1536-well (AID 1445); recombinant M1AAP, H-Leu-NHMec fluorogenic kinetic assay; higher % means a stronger effect; inhibition, % at 30 µM; hits with a dose series show IC50 in µM; hit rate 0.42% among 220,000;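 active means primary inhibition above the hit cutoff, then over 50% inhibition at one or more dose response concentrations, cut at about 23% in these data, passing the limit was not always enough; inconclusive means conflicting primary data, or primary hits not chosen for dose response; inactive means low primary inhibition, or under 50% at every dose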;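 further: plate controls were DMSO full reaction for no effect and no enzyme background for full effect; strong numbers were not always called active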
# T cell modulator: T cell immune modulators affecting CD8 T cell-vesicle binding; calls only at 7 µM; 2C CD8+ T cell-vesicle binding, flow cytometry; active compounds read low; hit rate 0.068% among 330,000;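 active means response, share of CD8 T cells binding vesicles, and their 90th percentile fluorescence all below set limits, cut at about 80% in these data, passing the limit was not always enough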
#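 Read-out – percent CD8+ FL2 mean versus row control · System – murine 2C transgenic CD8+ T lymphocytes · Times – 1.5 h cell–vesicle binding at 37 °C, then 20 min icy labelling · Control set – naked vesicles low, QL9 vesicles with vehicle high · Detection – cytometric PE anti-B7-1 and Alexa647 anti-CD8 signals after 1% paraformaldehyde fixation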
# Autophagy HCS: autophagy modulation, high-content screen; MEF GFP-LC3 puncta imaging; test concentration mostly 10 µM; calls only at 10 µM (by protocol); hit rate 0.98% among 190,000; AID 463193;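 active means percentage of spot-positive cells more than 3 SD above its plate mean, without a fluorescence outlier flag or 80% toxicity; inconclusive means no clear call, values can overlap the other calls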;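 further: spot-positive cell cutoff set from DMSO-treated cells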
# Yfh1-off respiration: enhancers of respiration in Yfh1-depleted yeast, dose response, Friedreich's ataxia, plus single-dose screen (AID 1465) | hit rate 0.074% among 220,000 | one-dose fold induction at 50 µM; EC50 in µM for titrated hits | S. cerevisiae Yfh1-off respiration, WST-1 reduction, 72 h; higher fold induction means a stronger effect;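 active means fold induction of absorbance versus untreated yeast above a set limit, then at least 30% activation at any dose in follow-up; inconclusive means repeats straddling the limit, or above it without dose testing; inactive means fold induction below the set limit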;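 further: activators that raise dye reduction in frataxin-depleted yeast; strong numbers were not always called active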
# Dynein transport: dynein cargo transport inhibition; 3617.4 mouse cells, GR-EGFP nuclear translocation imaging; test concentration mostly 20 µM; stimulated with dexamethasone, 1 µM; active compounds read low; z-score, hits read low; hit rate 0.47% among 220,000; AID 1381;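 active means plate z-score of nuclear minus cytoplasmic receptor signal below a set negative limit, without overly bright fluorescence or cell loss, cut at about -3.5 in these data, passing the limit was not always enough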;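 further: z-score of nuclear minus cytoplasmic ring GR-EGFP intensity difference per well; some compounds called inactive have numbers as strong as hits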
#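 Schedule: 48 h induction, then 1 h compound, then 30 min agonist, 37 °C. Buffer or medium: tetracycline-free induction medium containing charcoal-stripped FBS. Reagent: 1.0 µM final dexamethasone stimulus. Evaluation: nuclear versus cytoplasmic GR-EGFP signal, averaged per well. Signal: high-content fluorescence imaging after fixation.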
# P. falciparum M17LAP: P. falciparum M17LAP inhibitors, primary screen, biochemical, fluorogenic H-Leu-NHMec substrate, 1536-well (AID 1619) | recombinant M17LAP, H-Leu-NHMec fluorogenic kinetic assay; higher % means a stronger effect | inhibition, % at 30 µM, or IC50 in µM where a hit was titrated | hit rate 0.38% among 220,000;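 active means compound inhibiting the enzyme by more than half at any dose during confirmatory dose-response retesting; inconclusive means strong single-dose inhibitors picked by rank but not retested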;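 further: plate controls were full reaction with DMSO carrier for no effect and no enzyme background for full effect; strong numbers were not always called active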
# b-catenin transl: modulators of beta-catenin nuclear translocation; HeLa beta-catenin nuclear translocation, immunofluorescence imaging; nuclear translocation activity, % at 5 µM; hit rate 0.3% among 190,000;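 active means nuclear translocation activity above 50% at 5 µM, with a well cell count of 50 or more; inconclusive means wells under 50 cells across six images, flagged as toxic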;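 further: per-cell ratio of nuclear to cytoplasmic median beta-catenin stain intensity; plate controls were DMSO negative control for no effect and GSK-3 inhibitor IX positive control for full effect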
#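 test system = HeLa cells, endogenous beta-catenin | dosing = single 5 µM dose plus 0.02–20 µM confirmation series | times = compound treatment 24 h, 37°C, 5% CO2 | technique = beta-catenin immunofluorescence imaging with DAPI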
# MT stabilizer: microtubule stabilization, imaging screen; HeLa tubulin immunostaining HCS, 24 h; share of cells brighter than vehicle mean+2SD; % tubulin-high responders, % at 10 µM; hit rate 0.83% among 200,000;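 active means plate Z-score above 3 for both tubulin-high and condensed-nucleus cell shares, with cell loss under 80%, at 10 µM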;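 further: anti alpha tubulin signal scored within the nucleus-defined area of each cell; some results filed as inactive read as strong as hits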
# WT yeast gro inh: growth inhibition of WT yeast, mitochondrial fusion screen. mitochondrial fusion phenotypic screen, WT strain. inhibition, % at 10 µM. hit rate 2.1% among 190,000. AID 1362; in the data active means inhibition above about 58%; tested in S. cerevisiae
# WT yeast gro inh mutant strain: also measured in WT yeast gro inh; calls as there; inhibition, %; mitochondrial fusion phenotypic screen, mutant strain inhibition
# Dynein transport cytoplasmic EGFP: also measured in Dynein transport; calls as there; z-score; measured here: cytoplasmic GR-EGFP intensity; active compounds read high
# Dynein transport nuclear GR-EGFP: recorded beside Dynein transport, whose call it bears; z-score; measured here: nuclear GR-EGFP intensity;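 lower value marks the stronger effect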
# Dynein transport cell count: further read-out of Dynein transport, marked with its call; z-score; measured here: cell count per field
# b-catenin transl cell count 5 µM: further read-out of b-catenin transl, marked with its call; cell count; measured here: cell count, cytotoxicity flag
# T cell modulator vesicle-bound %: recorded beside T cell modulator, whose call it bears; double positive events, %; measured here: CD8+ vesicle-bound cell fraction;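 binding gate set so that unloaded-vesicle control wells show 10% double positive cells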
# MT stabilizer Hoechst-high %: further read-out of MT stabilizer, marked with its call; % Hoechst-high responders; measured here: nuclear condensation Hoechst responders;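 share of cells brighter than vehicle mean plus two SD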
# MT stabilizer cytotoxicity %: second read-out of MT stabilizer, no call of its own (marks repeat the call); toxicity, %; measured here: cytotoxicity by cell density;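 0% = mean cell density of plate MIN control wells and 100% = no cells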
# Autophagy HCS cell loss 18 h: second read-out of Autophagy HCS, no call of its own (marks repeat the call); toxicity, %; measured here: cell loss, nuclei count;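 cell loss after 18 h compound exposure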
# An asterisk follows results filed as active; i = inactive; u = inconclusive; x = not tested or not shown; & = joins results of further samples.
# Short keys: A = M1AAP inhibition; B = T cell modulator; C = T cell modulator vesicle-bound %; D = Autophagy HCS; E = Autophagy HCS cell loss 18 h; F = Yfh1-off respiration; G = Dynein transport; H = Dynein transport cytoplasmic EGFP; I = Dynein transport nuclear GR-EGFP; J = Dynein transport cell count; K = P. falciparum M17LAP; L = b-catenin transl; M = b-catenin transl cell count 5 µM; N = MT stabilizer; O = MT stabilizer Hoechst-high %; P = MT stabilizer cytotoxicity %; Q = WT yeast gro inh; R = WT yeast gro inh mutant strain
> C=C1c2cccc(O)c2C(O)=C2C(=O)[C@]3(O)C(O)=C(C(N)=O)C(=O)[C@@H](N(C)C)[C@@H]3[C@@H](O)[C@H]12
  A: u | B: i | C: 40.2 | D: i | E: -7.3 | F: >100µM* | G: 0.246 | H: -0.236 | I: 0.299 | J: -0.222 | K: 5.4% | L: 0.0 | M: 1017 | N: 2.3 | O: 1.9 | P: 12.0 | Q: 6.3 | R: -24.4
> COc1ccc2ccc(=O)oc2c1
  A: 1.9% | B: i | C: 59.4 | D: i | E: 11.1 | F: i | G: 0.00844 | H: -0.268 | I: 0.348 | J: 0.312 | K: -43.0% | L: x | M: x | N: 2.6 | O: 3.0 | P: 5.8 | Q: -7.4 | R: -6.3
> NC(N)=NC(=O)Cc1c(Cl)cccc1Cl
  A: 22.0% | B: i | C: 19.6 | D: i | E: -6.9 | F: i | G: 1.48 | H: 0.607 | I: 1.19 | J: -0.217 | K: 13.6% | L: x | M: x | N: 0.7 | O: 2.3 | P: 9.0 | Q: 3.4 | R: -17.8
> COc1ccccc1OCCNCC(O)COc1cccc2[nH]c3ccccc3c12 (stereo not drawn)
  A: 5.0%&-6.3% | B: i | C: 53.2 | D: x | E: x | F: i | G: x | H: x | I: x | J: x | K: -5.4%&-0.3% | L: -3.4 | M: 1046 | N: x | O: x | P: x | Q: -2.0&12.4 | R: 4.1&15.9
> C/C=C(/C)C(=O)O[C@@H]1c2cc(OC)c(OC)c(OC)c2-c2c(cc3c(c2OC)OCO3)C[C@H](C)[C@]1(C)O
  A: 6.2% | B: i | C: 14.2 | D: x | E: x | F: i | G: -0.0286 | H: -0.77 | I: 0.00681 | J: -0.149 | K: 6.0% | L: -0.6 | M: 1177 | N: x | O: x | P: x | Q: x | R: x
> CC[C@]1(O)C[C@@H]2CN(CCc3c([nH]c4ccccc34)[C@@](C(=O)OC)(c3cc4c(cc3OC)N(C)[C@H]3[C@@](O)(C(=O)OC)[C@H](OC(C)=O)[C@]5(CC)C=CCN6CC[C@]43[C@@H]65)C2)C1
  A: -0.5% | B: i | C: 10.5 | D: x | E: x | F: i | G: 1.77 | H: -0.432 | I: 1.6 | J: -1.98 | K: -0.2% | L: -2.0 | M: 560 | N: x | O: x | P: x | Q: x | R: x
> CCCCOc1ccc(CC(=O)NO)cc1
  A: 81.2µM* | B: i | C: 51.7 | D: i | E: 17.4 | F: i | G: -0.217 | H: -0.247 | I: 0.0783 | J: 1.14 | K: <1µM* | L: -2.6 | M: 566 | N: 3.5 | O: 3.3 | P: 6.9 | Q: 2.1 | R: -16.6
> Cc1cccc2c1NC(=O)/C2=C\C(=O)c1cccs1
  A: 7.2% | B: i | C: 40.6 | D: i | E: -11.3 | F: i | G: 0.193 | H: -0.136 | I: -0.0138 | J: 0.267 | K: 5.9% | L: -3.0 | M: 1184 | N: 2.1 | O: 1.9 | P: 4.7 | Q: 37.1 | R: 33.5
> O=c1cc(-c2ccc(O)cc2)oc2cc(O[C@@H]3O[C@H](CO)[C@@H](O)[C@H](O)[C@H]3O[C@@H]3OC[C@](O)(CO)[C@H]3O)cc(O)c12
  A: 17.4% | B: x | C: x | D: i | E: -51.7 | F: i | G: 0.423 | H: -0.291 | I: 0.5 | J: 0.537 | K: -14.5% | L: x | M: x | N: 3.9 | O: 3.0 | P: 4.2 | Q: -9.6 | R: -22.2
> C[C@@H]1C[C@H]2[C@@H]3C[C@H](F)C4=CC(=O)C=C[C@]4(C)[C@@]3(F)[C@@H](O)C[C@]2(C)[C@@]1(O)C(=O)COC(=O)C(C)(C)C
  A: 12.5% | B: i | C: 17.9 | D: i | E: 3.1 | F: i | G: -0.715 | H: -0.19 | I: 0.176 | J: 0.262 | K: 3.8% | L: x | M: x | N: 1.5 | O: 1.4 | P: 1.1 | Q: 0.9 | R: -8.8

# Looked up by compound from above (three):
# Short keys: A = M1AAP inhibition; B = T cell modulator; C = T cell modulator vesicle-bound %; D = Autophagy HCS; E = Autophagy HCS cell loss 18 h; F = Yfh1-off respiration; G = Dynein transport; H = Dynein transport cytoplasmic EGFP; I = Dynein transport nuclear GR-EGFP; J = Dynein transport cell count; K = P. falciparum M17LAP; L = b-catenin transl; M = b-catenin transl cell count 5 µM; N = MT stabilizer; O = MT stabilizer Hoechst-high %; P = MT stabilizer cytotoxicity %; Q = WT yeast gro inh; R = WT yeast gro inh mutant strain
> NC(N)=NC(=O)Cc1c(Cl)cccc1Cl
  A: 22.0% | B: i | C: 19.6 | D: i | E: -6.9 | F: i | G: 1.48 | H: 0.607 | I: 1.19 | J: -0.217 | K: 13.6% | L: x | M: x | N: 0.7 | O: 2.3 | P: 9.0 | Q: 3.4 | R: -17.8
> COc1ccc2ccc(=O)oc2c1
  A: 1.9% | B: i | C: 59.4 | D: i | E: 11.1 | F: i | G: 0.00844 | H: -0.268 | I: 0.348 | J: 0.312 | K: -43.0% | L: x | M: x | N: 2.6 | O: 3.0 | P: 5.8 | Q: -7.4 | R: -6.3
> C=C1c2cccc(O)c2C(O)=C2C(=O)[C@]3(O)C(O)=C(C(N)=O)C(=O)[C@@H](N(C)C)[C@@H]3[C@@H](O)[C@H]12
  A: u | B: i | C: 40.2 | D: i | E: -7.3 | F: >100µM* | G: 0.246 | H: -0.236 | I: 0.299 | J: -0.222 | K: 5.4% | L: 0.0 | M: 1017 | N: 2.3 | O: 1.9 | P: 12.0 | Q: 6.3 | R: -24.4

# Rewritten bar-delimited: two of the compounds above.
Molecule | M1AAP inhibition | T cell modulator | T cell modulator vesicle-bound % | Autophagy HCS | Autophagy HCS cell loss 18 h | Yfh1-off respiration | Dynein transport | Dynein transport cytoplasmic EGFP | Dynein transport nuclear GR-EGFP | Dynein transport cell count | P. falciparum M17LAP | b-catenin transl | b-catenin transl cell count 5 µM | MT stabilizer | MT stabilizer Hoechst-high % | MT stabilizer cytotoxicity % | WT yeast gro inh | WT yeast gro inh mutant strain
O=c1cc(-c2ccc(O)cc2)oc2cc(O[C@@H]3O[C@H](CO)[C@@H](O)[C@H](O)[C@H]3O[C@@H]3OC[C@](O)(CO)[C@H]3O)cc(O)c12 | 17.4% | x | x | i | -51.7 | i | 0.423 | -0.291 | 0.5 | 0.537 | -14.5% | x | x | 3.9 | 3.0 | 4.2 | -9.6 | -22.2
C[C@@H]1C[C@H]2[C@@H]3C[C@H](F)C4=CC(=O)C=C[C@]4(C)[C@@]3(F)[C@@H](O)C[C@]2(C)[C@@]1(O)C(=O)COC(=O)C(C)(C)C | 12.5% | i | 17.9 | i | 3.1 | i | -0.715 | -0.19 | 0.176 | 0.262 | 3.8% | x | x | 1.5 | 1.4 | 1.1 | 0.9 | -8.8

# Source: PubChem (several laboratories)

# These rows are one share of the data. The share of hits here may be higher or lower than overall.
